Large T inhibition – SV40 large T antigen inhibitors, biochemical (AID 1903); SV40 large T antigen ATPase/helicase inhibition assay; higher % means a stronger effect; one-dose inhibition, % at 20 µM; IC50 in µM for titrated hits; 310,000 compounds, 0.39% hits; in the data active = a potency from the dose series; inconclusive = inhibition mostly from about 32% at the one dose, without a potency; inactive = the rest, 99 in 100 with inhibition below about 32%; also: strong numbers were not always called active
West Nile antiviral – West Nile virus antiviral activity, cell-based, CPE readout (AID 1621); 290,000 compounds, 0.02% hits; West Nile virus-infected cells, CPE inhibition; higher % means a stronger effect; CPE inhibition, % at 10 µM; hits with a dose series show IC50 in µM; in the data active = a potency from the dose series; inconclusive = CPE inhibition mostly from about 3.7% at the one dose, without a potency; inactive = the rest, 99 in 100 with CPE inhibition below about 2.2%; also: strong numbers were not always called active
Yfh1-depleted yeast – enhancers of respiration in Yfh1-depleted yeast, dose response, Friedreich's ataxia, plus single-dose screen (AID 1465). S. cerevisiae Yfh1-off respiration, WST-1 reduction, 72 h; higher fold induction means a stronger effect. fold induction at 50 µM, or EC50 in µM where a hit was titrated. 220,000 compounds, 0.074% hits;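 active = fold induction of absorbance versus untreated yeast above a set limit, then at least 30% activation at any dose in follow-up; inconclusive = repeats straddling the limit, or above it without dose testing; inactive = fold induction below the set limit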;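 also: activators that raise dye reduction in frataxin-depleted yeast; strong numbers were not always called active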
Dengue-2 NS5 capping – Dengue-2 NS5 methyltransferase inhibitors, primary screen, biochemical, confirmation dose response (AID 588689) | 340,000 compounds, 0.3% hits | inhibition, % at 25 µM; hits with a dose series show IC50 in µM | Genome polyprotein (Dengue virus type 2 (strain 16681-PDK53)) | Dengue-2 NS5 methyltransferase capping enzyme assay, biochemical; higher % means a stronger effect; in the data active = a potency from the dose series; inconclusive = inhibition above about 29% without an active follow-up result
RSV CPE inhibition – RSV antiviral activity via CPE protection, HEp-2 cells, primary 10 µM value included (AID 2391); HEp-2 cells, RSV-induced CPE inhibition; higher % means a stronger effect; CPE inhibition, % at 10 µM; hits with a dose series show IC50 in µM; 310,000 compounds, 0.13% hits; in the data active = a potency from the dose series; inconclusive = CPE inhibition mostly from about 23% at the one dose, without a potency; inactive = the rest, 99 in 100 with CPE inhibition below about 21%; also: strong numbers were not always called active
XIAP antagonists – XIAP antagonists, biochemical, IAP family, fluorescence polarization (AID 1018). XIAP BIR domain, fluorescence polarization peptide displacement; higher % means a stronger effect. displacement, % at 20 µM, or IC50 in µM where a hit was titrated. 200,000 compounds, 0.007% hits. E3 ubiquitin-protein ligase XIAP (Homo sapiens); in the data active = displacement above about 50%; also: a part of the inactive calls stands beside numbers as strong as those of hits
WT yeast gro inh – growth inhibition of WT strain, primary screen, mitochondrial fusion inhibitor project, WT and mutant strains, chemical genetic. AID 1362, 2008. mitochondrial fusion phenotypic screen. 190,000 compounds, 2.1% hits. inhibition, % at 10 µM; in the data active = inhibition above about 58%; tested in S. cerevisiae
UTI89 phage lysis – inhibition of K1F phage lysis, E. coli UTI89, bacterial capsule biogenesis inhibitors, alamar blue (AID 488966); E. coli UTI89 K1F phage lysis, alamar blue, 2 h; higher % means a stronger effect; inhibition, % at 100 µM, or IC50 in µM where a hit was titrated; 340,000 compounds, 0.02% hits;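 active = phage lysis inhibition, versus mean bacterial control, above a set limit; inconclusive = no clear call, values can overlap the other calls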;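 also: capsule biogenesis inhibitors block K1F phage lysis so surviving cells raise fluorescence; higher fluorescence means more inhibition of phage lysis; actives were called in the ten point dose series up to 300 µM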
CSM14.1 death rescue – rescue of cells from ER stress-induced death, primary screen, 384-well, CSM14.1, thapsigargin, ATP luminescence (AID 1222) | CSM14.1 thapsigargin-induced death rescue, ATP luminescence; higher % means a stronger effect | one-dose cellular ATP content (survival), % at 20 µM; EC50 in µM for titrated hits | 190,000 tested, under 10 active;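 active = EC50 below 50 µM in the dose-response confirmation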;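 also: death triggered by thapsigargin at about 15 µM added after 2 h compound pretreatment; cell ATP read after overnight thapsigargin exposure of roughly 18 to 22 hours; normalized against plate controls of thapsigargin alone and 5% DMSO vehicle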
WT yeast gro inh mutant strain – recorded beside WT yeast gro inh, whose call it bears; inhibition, %; mitochondrial fusion phenotypic screen, mutant strain inhibition
Dengue-2 NS5 capping pilot replicate – further read-out of Dengue-2 NS5 capping, marked with its call; inhibition, %; measured here: pilot screen replicate inhibition
* = called active by the depositor; i = inactive; ? = inconclusive; . = not tested or not shown; [ ] = remark or other dose.

SMILES | Large T inhibition | West Nile antiviral | Yfh1-depleted yeast | Dengue-2 NS5 capping | RSV CPE inhibition | XIAP antagonists | WT yeast gro inh | WT yeast gro inh mutant strain | UTI89 phage lysis | CSM14.1 death rescue | others
CCn1c(SCC(=O)NNC(=O)c2ccco2)nnc1-c1ccco1 | 19.7% | 2.0% | i | . | -2.1% | -4.4% | -14.9 | -5.1 | 0.4% | -0.5%
CC(=O)c1sc(NC(=O)CCCOc2ccccc2C)nc1C | -2.4% | -0.3% | i | -7.0% | 1.9% | -2.4% | -9.7 | -9.8 | -0.8% | 2.2%
Cn1c(=O)cc(OCC(=O)N2CCCc3ccccc32)c2ccccc21 | 19.2% | 1.1% | i | -25.9% | 0.0% | -12.6% | 6.1 | 10.2 | 2.3% | 5.1%
CCOc1ccc2c(C)c(Cl)c(=O)oc2c1 | 11.4% | -0.3% | i | -0.7% | 5.4% | -4.9% | 6.2 | 12.4 | 0.3% | -1.5%
CC1CC(N(C(=O)c2ccco2)c2ccccc2)c2ccccc2N1C(=O)c1ccco1 (stereo unspecified) | 11.3% | 0.0% | i | -8.8% | 14.9% | 0.0% | 16.1 | -2.4 | 3.6% | -0.6%
CCN(CC)CCCn1c(C)cc2c(c1=O)C(c1cccc(Cl)c1)C(C#N)=C(N)O2 (stereo unspecified) | 19.8% | . | . | -3.8% | . | -6.6% | 73.5* | 1.8* | 0.6% | 0.1%
O=C(CN(C(=O)c1csnn1)c1cccc2c1CCCC2)NC1CCCC1 | 4.9% | -0.4% | i | 3.7% | -1.0% | -6.1% | -22.0 | 3.0 | 0.0% | 0.0%
Cc1cccc(N2CCN(C(=S)NCCc3ccccc3)CC2)c1C | 6.5% | -0.4% | i | -5.8% | 1.6% | -19.5% | 7.9 | -15.6 | 1.8%[50 µM] | -2.8%
Cn1c(CNC(=O)C2CCC(=O)N(CCc3cccc(F)c3)C2)nc2ccccc21 (stereo unspecified) | 10.8% | 1.1% | . | -3.0% | 4.2% | . | . | . | 0.2% | .
CCOC(=O)c1c(-c2ccccc2)csc1NC(=O)c1cccc(N2C(=O)CCC2=O)c1 | 15.3% | 0.7% | i | -0.7% | 9.2% | -3.5% | . | . | 0.2% | 2.6%
O=C1N=C(N2CCOCC2)S/C1=C\c1ccccc1OS(=O)(=O)c1ccccc1 | 6.0% | -0.3% | i | -3.1% | 2.8% | . | . | . | 0.1% | .
CCOC(=O)c1ccccc1NC(=S)N1CCC(C(N)=O)CC1 | 4.6% | 1.1% | i | 0.0% | -0.2% | -3.4% | -17.7 | -6.1 | 0.1% | 3.3%
Cc1ccc(S(=O)(=O)N2CCOCC2)cc1NC(=O)COc1ccc2c(C)cc(=O)oc2c1 | 21.5% | -0.3% | . | 0.7% | 6.8% | . | . | . | 1.1% | .
CC(C)(C)c1ccc(C(=O)N2CCC(NC(=O)c3ccccc3)CC2)cc1 | 18.3% | -1.0% | . | -0.7% | 0.5% | . | . | . | 0.0% | .
CCc1cc(CNC(=O)c2cccc(OC3CCN(S(C)(=O)=O)CC3)c2)on1 | 12.8% | -0.6% | . | -1.3% | 3.8% | . | . | . | 0.7%[50 µM] | .
COc1ccc(Cn2ccnc2SCC(=O)Nc2ccccc2OC)cc1 | 2.5% | -0.1% | . | -2.6% | 2.2% | . | . | . | -0.4% | .
COc1ccc(NCc2ccsc2)cc1 | 21.8% | 0.0% | . | 3.3% | -0.2% | . | . | . | 0.1% | . | Dengue-2 NS5 capping pilot replicate=-0.3
Cc1ccc(N(CC(=O)NCC2CCCO2)C(=O)Cn2nnc(-c3cccs3)n2)cc1 (stereo unspecified) | 24.6% | -0.4% | i | 7.4% | -1.8% | -9.7% | -11.5 | 11.3 | 3.5% | 1.7%
COc1ccc(CNC(=O)c2ccncc2)cc1 | 11.3% | -1.1% | . | -0.7% | 2.0% | . | . | . | -0.5%[50 µM] | .
COc1ccc(-n2c(SCC(=O)Nc3ccc(NC(C)=O)cc3)nc3ccccc3c2=O)cc1 | 2.7% | -0.5% | . | -9.2% | 1.3% | . | . | . | 0.1% | .
CCOC(=O)CCCSc1nc2sc3c(c2c(=O)[nH]1)CCC3 | 2.0% | -0.1% | i | -4.8% | 1.3% | -8.5% | -10.3 | -18.3 | 0.2% | 1.2%
OC(COc1ccc2c(c1)OCO2)CN1CCCC1 (stereo unspecified) | -4.3% | 0.4% | i | 3.1% | -1.8% | -10.7% | -9.1 | 8.9 | -0.3% | -0.2%
CCCCN1CC(O)=C(c2nc3ccccc3[nH]2)C1=N | 0.6% | . | . | -2.4% | 0.8% | -3.2% | 14.8 | -11.9 | -0.1% | -1.8%
NC(=O)c1nsc(C(=O)N(Cc2ccco2)C(C(=O)NCc2ccccc2)c2ccc(O)cc2)c1N (stereo unspecified) | -0.6% | 2.1% | . | -4.9% | 0.5% | . | . | . | -0.1% | .
Cc1nc(C(C)NC(=O)c2ccc(OC3CCN(Cc4ccccn4)CC3)cc2)c(C)s1 (stereo unspecified) | . | 0.8% | . | 6.1% | -2.2% | . | . | . | 0.5% | .

(listing goes on)
SMILES | Large T inhibition | West Nile antiviral | Yfh1-depleted yeast | Dengue-2 NS5 capping | RSV CPE inhibition | XIAP antagonists | WT yeast gro inh | WT yeast gro inh mutant strain | UTI89 phage lysis | CSM14.1 death rescue | others
CCCCCCn1c(CN2CCN(CCO)CC2)nc2c1c(=O)n(C)c(=O)n2C | 19.0% | 0.0% | i | -0.7% | 1.5% | -5.2% | 1.6 | -1.9 | -3.1% | -1.3%
Cc1ccc(OCC(=O)Nc2ccccc2Sc2ccc(Cl)cc2)c([N+](=O)[O-])n1 | 11.8% | 2.2% | i | -1.1% | 20.8% | -8.0% | 9.6 | -21.6 | 4.4% | 8.7%
NC(=O)c1ccc(C(=O)N/N=C/c2cccc(Oc3ccccc3)c2)cc1 | 6.9% | -0.1% | . | -4.5% | 1.6% | . | . | . | 1.2% | .
COc1ccc2cc(C(=O)C3CCCN(C(=O)c4snnc4C)C3)ccc2c1 (stereo unspecified) | 11.6% | -1.6% | i | 0.8% | ? | -2.2% | 11.9 | 15.9 | -0.2%[50 µM] | 1.8%
COCC(C)n1c(COc2ccccc2F)nnc1SCC(=O)Nc1oc(C)c2c(C)n[nH]c(=O)c12 (stereo unspecified) | 23.5% | . | . | -2.2% | -1.7% | . | . | . | 0.0%[50 µM] | .
Cc1cc(C(=O)COC(=O)c2ccc(O)cc2)c(C)n1Cc1ccco1 | 18.9% | -0.1% | i | 3.2% | 2.4% | -1.2% | -9.1 | -13.9 | -0.2% | 0.0%
Cc1cc(C)c(NC(=O)/C(C#N)=C/c2ccc(OCc3ccc(F)cc3)cc2)c(C)c1 | 13.4% | -0.8% | i | -1.9% | 2.3% | -7.3% | 3.2 | 11.2 | 0.8%[50 µM] | -1.3%
C#CC(CC)(CC)NC(=O)c1nn(-c2ccccc2Cl)c(C)cc1=O | -1.5% | -0.3% | . | 3.6% | 3.3% | . | . | . | 0.1% | .
Cc1ccc(Nc2nnc(SCC(=O)Nc3ncc(C(F)(F)F)cc3Cl)s2)cc1 | 5.9% | 0.2% | i | 0.7% | 1.8% | -6.1% | 5.0 | 3.4 | -2.2% | -2.2%
O=C(O)Cc1ccc(NC(=O)C2CCCCC2C(=O)O)cc1 (stereo unspecified) | 12.8% | 0.2% | i | -4.8% | 2.0% | -3.8% | 3.8 | 7.1 | 0.0% | -1.1%
CCCOc1ccc(N2C(=O)CC(N(CCC)C(=O)CCC(=O)O)C2=O)cc1 (stereo unspecified) | 6.3% | 1.4% | i | . | 1.1% | -6.4% | -7.5 | -10.3 | 0.3% | -0.9%
Cn1cnc2cc(NC(=O)c3ccco3)ccc21 | 21.0% | 0.3% | i | -4.1% | -0.6% | -8.8% | -3.4 | -5.8 | 0.4% | -3.8%
CC1=C(C(=O)OCc2ccccc2)C(c2cccc([N+](=O)[O-])c2)NC(=O)N1 (stereo unspecified) | 14.2% | -1.2% | . | -4.6% | 1.6% | . | . | . | -0.1% | . | Dengue-2 NS5 capping pilot replicate=-4.6
CCc1n[nH]c(=S)n1/N=C/c1ccccn1 | 16.2% | 0.5% | . | 0.8% | 0.7% | . | . | . | 0.4% | .
Cn1c(COc2ccc(F)cc2)nc2ccccc21 | 9.3% | -0.9% | . | 0.0% | 3.8% | . | . | . | 0.1% | .
O=C(Nc1cccc2ccccc12)c1cnccn1 | 0.1% | 0.0% | i | -0.7% | 1.5% | -5.6% | -32.9 | 0.0 | -0.3% | -0.5%
O=C(CCC(=O)c1cccs1)NNC(=O)c1cccc(Cl)c1 | 7.9% | . | . | 1.5% | 0.8% | . | . | . | 2.0%[50 µM] | .
COc1ccc(S(=O)(=O)N2CCCC2)c(Cl)c1Cl | 7.9% | -0.5% | i | -8.2% | -0.5% | -7.1% | -15.0 | -6.8 | -2.4% | .
CCCCN1CC[C@H]2C=CC[C@@H](C(=O)NCCc3ccccc3)[C@H]2C1=O | 8.2% | -0.2% | i | -2.0% | -2.1% | . | . | . | 2.3% | .
C=CC[n+]1c(-c2ccc(Cl)cc2Cl)csc1Nc1ccc(NC(C)=O)cc1 | 7.3% | -1.4% | i | -0.8% | 18.8% | -3.4% | 86.1* | 83.3* | 0.2% | -0.5%
O=C(CN1CCc2ccccc21)NC(=O)NC1CCCCC1 | 18.5% | -0.4% | i | 3.1% | 0.3% | . | . | . | 0.1% | .
O=C(NNC(=O)c1ccc(Cl)cc1Cl)c1csc(-c2cccnc2)n1 | 8.1% | 0.3% | i | 0.0% | -1.1% | . | . | . | 1.1% | .
Cn1c(SCC(=O)N2CCCCC2)nnc1-c1ccc(S(=O)(=O)N2CCOCC2)cc1 | 9.9% | -0.3% | i | 0.4% | 0.9% | -4.2% | -36.4 | -17.6 | -1.8% | -3.6%

Retrieved one by one from the list above:
SMILES | Large T inhibition | West Nile antiviral | Yfh1-depleted yeast | Dengue-2 NS5 capping | RSV CPE inhibition | XIAP antagonists | WT yeast gro inh | WT yeast gro inh mutant strain | UTI89 phage lysis | CSM14.1 death rescue | others
C#CC(CC)(CC)NC(=O)c1nn(-c2ccccc2Cl)c(C)cc1=O | -1.5% | -0.3% | . | 3.6% | 3.3% | . | . | . | 0.1% | .
O=C(CN1CCc2ccccc21)NC(=O)NC1CCCCC1 | 18.5% | -0.4% | i | 3.1% | 0.3% | . | . | . | 0.1% | .
O=C(NNC(=O)c1ccc(Cl)cc1Cl)c1csc(-c2cccnc2)n1 | 8.1% | 0.3% | i | 0.0% | -1.1% | . | . | . | 1.1% | .
O=C(O)Cc1ccc(NC(=O)C2CCCCC2C(=O)O)cc1 (stereo unspecified) | 12.8% | 0.2% | i | -4.8% | 2.0% | -3.8% | 3.8 | 7.1 | 0.0% | -1.1%
